SUMO1 PPI mod – modulators of human SUMO1-mediated protein-protein interactions | SUMO1 binding to a labelled peptide, TR-FRET, 1 h | inhibition, % at 20 µM | hit rate 0.33% among 360,000 | AID 602429; in the data active means inhibition above about 37%
LMPTP block – LMPTP (human) inhibition; P24666; hit rate 0.22% among 360,000; recombinant LMPTP-A, OMFP fluorogenic substrate, fluorescence intensity; inhibition, % at 20 µM;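 active means compounds that cut the enzyme signal by at least half of the control window in the single-dose screen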;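 further: plate controls were DMSO wells with enzyme plus substrate for no effect and substrate without enzyme for full effect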
Target sequence (P24666 whole entry, looked up): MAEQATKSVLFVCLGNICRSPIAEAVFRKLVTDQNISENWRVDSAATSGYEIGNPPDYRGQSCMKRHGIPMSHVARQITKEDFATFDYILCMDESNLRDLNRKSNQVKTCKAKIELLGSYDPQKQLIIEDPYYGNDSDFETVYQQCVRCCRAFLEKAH
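Test system: LMPTP-A phosphatase enzyme. Amount: LMPTP-A at 0.625 nM final in the reaction. Reagent: OMFP substrate, 400 µM final. Times: 50 min at room temperature. Signal: endpoint fluorescence intensity from OMFP dephosphorylation. Read-out basis: % inhibition. Benchmarks: no-enzyme and uninhibited controls.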
NadD block – inhibitors of Staphylococcus aureus NadD; purified NadD enzyme, colorimetric absorbance read-out; AID 602399; hit rate 0.78% among 360,000; inhibition, % at 20 µM; in the data active means inhibition above about 26%; further: some compounds past the cut are filed as inactive
CSN inh – blocks human CSN-mediated cullin deneddylation; Q92905; Purified CSN, SCF-Nedd8-OG deneddylation, fluorescence polarization; inhibition, % at 12.5 µM; hit rate 0.38% among 360,000;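 active means pattern-corrected inhibition above about 35%, with an unprinted fluorescence ratio check between 0.5 and 1.5, limit read from the data, passing the limit was not always enough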;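 further: 0% = enzyme with substrate and 100% = substrate without enzyme; some results filed as inactive read as strong as hits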
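Detection – fluorescence polarization · System – HEK293T-derived human Csn5 enzyme · Controls – substrate-only high control, full reaction low control · Timing – 90 min, room temperature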
STEP block – STEP (human) phosphatase inhibition | P54829 | recombinant STEP, OMFP fluorogenic substrate, fluorescence | inhibition, % at 20 µM | hit rate 0.25% among 360,000 | AID 588621;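 active means inhibition at 20 µM, scaled per plate between control wells, above about 37%, limit read from the data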;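 further: 0% = DMSO with enzyme and substrate and 100% = substrate only without enzyme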
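System: STEP phosphatase, cell-free reaction; Buffer or medium: Bis-Tris pH 6.0 buffer with DTT, detergent; Incubation: 20 min at room temperature, dark; Measured by: fluorescence, 480/540 nm.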
Scp-1 inhibitor – Scp-1 (human) phosphatase inhibition; inhibition, % at 20 µM; AID 493091; hit rate 0.88% among 340,000; Recombinant Scp1, phosphopeptide, malachite green phosphate absorbance; Q9GZU7;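 active means inhibition above about 50% at 20 µM, limit read from the data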;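 further: plate controls were DMSO wells with enzyme for no effect and wells lacking enzyme for full effect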
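Test system: SCP-1 catalytic domain; Buffer or medium: Acidic Tris acetate buffer with magnesium and detergent; Also added: Phosphorylated 17-residue peptide substrate; Compound: single 20 µM dose, 1% DMSO; Schedule: enzyme reaction 45 min at room temperature, colour 5 min, stabilisation 30 min; Signal: Phosphate-binding colour reagent, absorbance read at 630 nm.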
Tb MetRS inh – Trypanosoma brucei MetRS inhibition. purified T. brucei MetRS, ATP depletion, Kinase-Glo luminescence. inhibition, % at 11.9 µM. hit rate 0.4% among 360,000. AID 624268;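 active means inhibition above a per-plate cutoff of the control wells' mean inhibition plus 3 SD, cut at about 5.5% in these data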;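 further: 0% = DMSO wells median and 100% = median of wells with control inhibitor compound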
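Test system: purified T. brucei MetRS enzyme. Also added: ATP, methionine and E. coli bulk tRNA substrates. Compound: 11.9 µM single point. Schedule: 15 min enzyme-compound preincubation, 2 h reaction, 10 min detection, 25 °C. Signal: luciferase luminescence of residual ATP, Kinase-Glo. Evaluation: percent inhibition versus plate control medians. Controls: DMSO wells, low control.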
DNMT1 block – DNMT1 (human) enzyme inhibition | DNMT1 molecular beacon, Hinp1I cleavage, fluorescence | inhibition (reported as % activation of signal), % at 10 µM | hit rate 0.83% among 360,000 | AID 588458; in the data active means inhibition above about 50%
Rpn11 block – Rpn11 (human) deubiquitinase inhibition | human 26S proteasome, Ub4-pepOG fluorescence polarization; 20S core pre-blocked with epoxomicin | calls only at 20 µM | hit rate 0.59% among 360,000;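 active means inhibition at 20 µM, scaled to each plate's controls, above about 33%, limit read from the data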
Target sequence (O00487 whole entry, looked up): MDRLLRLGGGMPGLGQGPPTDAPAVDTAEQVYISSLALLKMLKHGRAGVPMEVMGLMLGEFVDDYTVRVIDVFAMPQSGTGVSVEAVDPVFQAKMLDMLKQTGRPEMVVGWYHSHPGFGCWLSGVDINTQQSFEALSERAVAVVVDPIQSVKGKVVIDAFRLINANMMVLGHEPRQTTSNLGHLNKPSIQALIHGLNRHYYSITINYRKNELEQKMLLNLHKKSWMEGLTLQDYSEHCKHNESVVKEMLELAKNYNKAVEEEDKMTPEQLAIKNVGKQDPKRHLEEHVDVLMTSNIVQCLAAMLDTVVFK
MLLE-PAM2 inh – blocks PAM2 peptide binding to the PABP1 MLLE domain. GST-MLLE / FITC-PAM2 fluorescence polarization. inhibition, % at 20 µM. hit rate 0.36% among 360,000; in the data active means inhibition above about 35%, passing the limit was not always enough;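 further: plate controls were DMSO wells with GST-MLLE for no effect and wells lacking GST-MLLE protein for full effect; some results filed as inactive read as strong as hits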
Target sequence (P11940 whole entry, looked up, the tested form may be a part): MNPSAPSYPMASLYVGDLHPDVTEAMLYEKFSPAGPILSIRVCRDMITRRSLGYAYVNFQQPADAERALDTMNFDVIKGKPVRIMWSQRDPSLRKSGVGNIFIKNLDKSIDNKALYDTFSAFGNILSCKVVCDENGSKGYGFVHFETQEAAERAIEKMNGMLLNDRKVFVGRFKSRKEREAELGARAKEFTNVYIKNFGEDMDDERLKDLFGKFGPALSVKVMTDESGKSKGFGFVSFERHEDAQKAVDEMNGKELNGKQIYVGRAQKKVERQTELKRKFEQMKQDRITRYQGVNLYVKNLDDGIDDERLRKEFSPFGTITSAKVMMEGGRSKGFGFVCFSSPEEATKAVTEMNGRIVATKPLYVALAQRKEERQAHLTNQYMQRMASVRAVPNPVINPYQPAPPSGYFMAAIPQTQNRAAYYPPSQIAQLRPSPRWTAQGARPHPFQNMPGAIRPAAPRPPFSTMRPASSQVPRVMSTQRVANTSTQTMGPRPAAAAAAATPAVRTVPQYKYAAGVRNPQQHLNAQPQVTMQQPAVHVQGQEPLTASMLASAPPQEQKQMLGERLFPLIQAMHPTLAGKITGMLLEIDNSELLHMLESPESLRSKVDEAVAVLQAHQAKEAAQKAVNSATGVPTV
* hit, by the source's call; i = inactive; / = not tested or not shown; + = active, no number.

SMILES	SUMO1 PPI mod	LMPTP block	NadD block	CSN inh	STEP block	Scp-1 inhibitor	Tb MetRS inh	DNMT1 block	Rpn11 block	MLLE-PAM2 inh
COC(=O)C1=C(C(=O)c2ccccc2)C(c2ccc(O)c(OC)c2)n2nnnc2N1 (stereo not drawn)	-4	-3.0	2	-3	4	-5	-0.7	0	i	6
Cn1c(SCC(=O)c2ccc(F)cc2)nnc1-c1ccccn1	1	-1.6	-5	6	-2	-4	-0.2	-1	i	-7
COC(=O)[C@@]1(Cc2ccc(OC)cc2)[C@H]2c3cc(C(=O)N4CCCC4)n(CCc4ccc(OC)c(Br)c4)c3C[C@H]2CN1C(=O)c1ccccc1	7	8.3	6	-2	/	/	0.0	/	/	/
O=[N+]([O-])c1cccc(/C([O-])=C(/C(=S)Nc2ccccc2F)[n+]2ccccc2)c1	-15	-0.9	10	8	5	-5	-1.2	-11	i	-19
CCCCCCCCCC[N+](C)(C)CC/C=C1/c2ccccc2Sc2ccc(Cl)cc21	-7	8.3	26	9	6	12	-0.9	39	+	8
COc1ccc(C(=O)Nc2ccc3c(c2)n(C)c(=O)n3C)cc1OC	-5	-0.6	-2	-3	0	8	-0.2	7	i	-5
CCOC(=O)c1oc2c(CN3CCN(C)CC3)c(O)ccc2c(=O)c1-c1ccc(Br)cc1	-10	-1.1	-3	-2	2	-11	-0.5	18	i	-7
O=C(CN1CC(c2ccccc2)CC1=O)Nc1ccc2c(c1)OCO2 (stereo not drawn)	1	0.6	-1	1	-2	-4	2.8	-2	i	-13
CCCOC(=O)c1[nH]c2c(c1C)C(=O)CC(c1cccs1)C2 (stereo not drawn)	1	-0.6	-3	6	-4	-7	0.3	6	i	11
COc1ccc(/C=C2\SC(=S)N(CCCC(=O)NNC(=O)c3ccccc3O)C2=O)cc1	5	2.1	38*	-4	2	5	0.2	-2	i	8
CCCCn1c(N)c(N(CCOC)C(=O)c2c(-c3ccccc3)noc2C)c(=O)[nH]c1=O	0	-1.0	-3	5	-2	-3	-0.6	1	i	3
Cc1ccc(S(=O)(=O)N(C)C)cc1NC(=O)COC(=O)CNC(=O)C12CC3CC(CC(C3)C1)C2	6	0.0	-5	4	-1	-6	-0.1	1	i	-2
O=C(Nc1ccc(O)cc1)c1cccc(Oc2ccc([N+](=O)[O-])cc2)c1	-13	1.8	-19	1	10	-5	-0.7	0	i	-5
Cc1ccc(C(=O)NCC(=O)OCC(=O)c2ccc3c(c2)OCCO3)cc1C	1	1.3	-5	3	2	-11	0.1	-4	i	5
CSc1ccc(CN2CCC(CO)(Cc3ccc(Cl)cc3)CC2)cc1	4	-0.4	-7	3	2	-20	4.2	-2	i	9
Cc1cccc2sc(NNC(=O)c3ccc(S(=O)(=O)N4CC(C)CC(C)C4)cc3)nc12 (stereo not drawn)	3	1.8	58*	-2	-2	-8	-1.9	-43	i	-123
Cc1cc(C)c(S(=O)(=O)NCc2nc3nc(C)cc(C)n3n2)c(C)c1	-5	-1.5	-2	-6	-1	-9	-0.3	2	i	11
C=CCSC1=Nc2sccc2C2=NC(=O)CN12	12	0.6	3	1	-4	-7	-1.5	-8	i	0
CCCn1c(=O)c(C(=O)NNC(=O)c2ccccc2[N+](=O)[O-])c(O)c2ccccc21	-17	3.1	12	1	1	/	0.1	0	i	-3
Cc1c(Cl)c([N+](=O)[O-])nn1Cc1ccc(C(=O)N/N=C\c2cc(Cl)ccc2O)o1	0	1.9	35*	6	3	-20	0.0	-7	i	-8
Cc1ccccc1NC(=S)N1CCCN(Cc2ccc(F)cc2)C1	-2	-2.1	-4	1	3	-4	-0.2	1	i	-46
Cc1cc(C)n2nc(C(=O)OCC(=O)c3ccccc3)nc2n1	1	0.1	1	4	2	73*	-0.4	3	i	-15
CC(=O)OC(C(=O)NC1CCCCC1)c1cccc(F)c1 (stereo not drawn)	3	-0.7	0	-2	0	-3	-0.1	0	i	-9
CCOC(=O)C1=C(C)NC(C)=C(C(=O)OCC)C1c1ccc(C)o1	3	0.9	-6	-6	2	-5	-0.8	0	i	-9
Cc1ccc(C=Nc2ccccc2C(N)=O)cc1	4	-0.8	-4	6	13	-9	-0.8	6	i	4
New compounds follow:
SMILES	SUMO1 PPI mod	LMPTP block	NadD block	CSN inh	STEP block	Scp-1 inhibitor	Tb MetRS inh	DNMT1 block	Rpn11 block	MLLE-PAM2 inh
CCOc1ccc(CN2CCSCC2)cc1	2	-2.0	0	2	-2	-7	-1.6	0	i	-19
Cc1ccc(S(=O)(=O)NCCC(=O)Nc2cccc(Cl)c2)cc1	3	0.5	-2	-4	-4	-17	1.1	-4	i	1
O=C(Cc1c(O)c2ccccc2[nH]c1=O)NC1CCCCCC1	1	-1.9	7	-1	2	-12	-0.8	0	i	7
Cc1c(-c2ccnc3cc(C(=O)O)nn23)cnn1C	-5	-0.9	1	-14	1	-7	-0.1	-1	i	-6
CCn1c(=O)c(CCC(=O)N2CCOCC2)c(C)c2c(C)nn(-c3ccccc3)c21	14	2.2	-6	1	3	-7	-0.4	-2	i	-6
Nc1c2c(nc3c1CCCC3)CCCC2 (tested in a mixture with another compound)	1	-1.1	-6	2	0	3	-0.8	-3	i	15
CC1CCCCN1C(=O)c1cc(-c2ccc(Cl)c(Cl)c2)on1 (stereo not drawn)	13	3.5	-14	5	-3	-14	-0.5	-4	i	-1
CC(C)C[C@@H](CN1CCC[C@H]1CN1C(=O)C(=O)NC[C@@H]1Cc1ccccc1)N1C[C@H](Cc2ccccc2)N(CCc2ccccc2)C(=O)C1=O	4	1.0	28	2	/	/	-0.2	/	/	/
CCOc1nonc1C(=N)/C(C(C)=O)=C(\C)O	1	-3.5	-2	6	2	-3	0.0	-2	i	15
COc1ccc(-n2cc(-c3ccccc3)c3c(N4CCOCC4)ncnc32)cc1	13	3.4	5	-2	4	0	-0.3	-2	i	6
COc1ccc(NC(C)=O)cc1NC(=O)CCn1c(=O)sc2ccccc21	-2	-1.5	5	-2	0	-1	-1.6	1	i	5
CCOc1ccc(NC(=O)[C@@H](NC(=O)OCc2ccccc2)[C@@H](C)CC)cc1	0	-7.5	2	-2	-5	1	-0.6	27	i	2
Cc1ccc(NC(=O)CN(C)C(=O)C(C)N2CCN(Cc3ccccc3C)CC2)cc1 (stereo not drawn)	-2	-0.2	-6	0	-3	-6	-0.4	1	i	1
COc1ccc(Br)cc1CN1C(=O)NC2(CCCCCC2)C1=O	2	0.2	-59	3	-2	-3	-0.7	0	i	11
C=CCc1cc(Cl)ccc1OCCOCCNCCOC	2	-0.6	-4	-2	1	1	-0.9	5	i	14
Cn1c(=O)c2c(nc(N3CCOCC3)n2CCCNC2=NCCC2)n(C)c1=O	0	-1.2	4	6	-7	0	-0.9	2	i	14
CN1CCN(C(=O)CSc2nc(-c3ccncc3)ccc2C#N)CC1	-11	-3.1	-3	-1	-4	-8	-0.7	2	i	4
COCCn1c(C(C)C)nc2oc3ccccc3c(=O)c2c1=O	6	-1.0	-2	5	-2	-2	-0.2	1	i	-5
Cc1ccc2nc(NC(=O)C3CCN(S(=O)(=O)c4cccc5nsnc45)CC3)sc2c1	-12	2.3	8	-6	0	-3	-0.6	5	i	-5
Cc1cc(C)n2nc(C(=O)OCC(=O)N(C)Cc3ccccc3)nc2n1	3	-1.0	0	4	-3	-6	-0.2	0	i	5
N#Cc1nc(Cc2ccccc2)oc1NCCc1ccccc1	-4	1.6	-10	0	-7	40	-0.5	-5	i	-8
CCOC(=O)c1sc2nc(CSc3ccccc3)nc(NCCN(C)C)c2c1C	-3	0.1	-10	3	-1	-7	-0.4	-7	i	13
N#Cc1cnc2nc(SCc3ccccc3)nn2c1	-1	-0.6	-1	7	0	-12	-0.3	-1	i	14
C[C@@H]1Cc2c(O)c(O)cc(O)c2C(=O)O1	2	0.1	-2	1	4	26	-1.7	39	i	11
CCOC(=O)C1=C(c2ccccc2)NC(=O)NC1c1cc(Br)c(O)c(OC)c1 (stereo not drawn)	0	-1.4	-4	-6	-2	6	-0.6	-1	i	-14
Following part:
SMILES	SUMO1 PPI mod	LMPTP block	NadD block	CSN inh	STEP block	Scp-1 inhibitor	Tb MetRS inh	DNMT1 block	Rpn11 block	MLLE-PAM2 inh
COc1ccccc1C(=O)NCC(=O)N/N=C/c1ccc([N+](=O)[O-])cc1	-14	1.0	2	4	4	1	-1.3	-1	i	11
CC(=O)c1c(C)[n+]([O-])c2ccc3c(non3O)c12	-9	0.3	-10	0	2	-17	-0.2	-2	i	7
N#Cc1ccc(/C=C\c2nccc3c2[nH]c2ccccc23)cc1	3	4.0	26	9	1	9	1.9	-9	i	-30
COc1ccc(CN(C)C(=O)Cn2ccsc2=N)cc1OC	8	-0.8	-7	0	-1	-16	-0.1	1	i	25
C=CCCCCc1nc2ccccc2c(=O)n1N	5	-1.1	-5	-1	2	-6	0.5	-5	i	3
COc1cc(NC(=O)c2cccs2)c(C(=O)OCC(=O)c2cc(C)n(-c3ccc(F)cc3)c2C)cc1OC	-1	1.6	15	2	2	-16	-0.6	-1	i	-3
COc1cccc(NC(=O)C2(S(=O)(=O)c3ccc(Cl)cc3)CC2)c1	3	-0.8	-12	-2	-1	-2	-0.4	0	i	10
O=C(NN1C(=O)C2C3C=CC(C4CC34)C2C1=O)c1ccc(Cl)cc1 (stereo not drawn)	-1	-1.9	2	3	0	-6	-0.4	1	i	-5
N#CC1(NC(=O)COc2ccc3ccc(=O)oc3c2)CCCCC1	2	0.2	-1	0	0	27	-0.3	0	i	-4
Cc1cc(/C=N/NC(=O)c2cccs2)c(C)n1-c1cnccn1	2	-1.7	0	-5	-3	-3	-0.1	2	i	-7

In the list so far, these contain two or more sulfur atoms.
SMILES	SUMO1 PPI mod	LMPTP block	NadD block	CSN inh	STEP block	Scp-1 inhibitor	Tb MetRS inh	DNMT1 block	Rpn11 block	MLLE-PAM2 inh
COc1ccc(/C=C2\SC(=S)N(CCCC(=O)NNC(=O)c3ccccc3O)C2=O)cc1	5	2.1	38*	-4	2	5	0.2	-2	i	8
Cc1cccc2sc(NNC(=O)c3ccc(S(=O)(=O)N4CC(C)CC(C)C4)cc3)nc12 (stereo not drawn)	3	1.8	58*	-2	-2	-8	-1.9	-43	i	-123
C=CCSC1=Nc2sccc2C2=NC(=O)CN12	12	0.6	3	1	-4	-7	-1.5	-8	i	0
Cc1ccc2nc(NC(=O)C3CCN(S(=O)(=O)c4cccc5nsnc45)CC3)sc2c1	-12	2.3	8	-6	0	-3	-0.6	5	i	-5
CCOC(=O)c1sc2nc(CSc3ccccc3)nc(NCCN(C)C)c2c1C	-3	0.1	-10	3	-1	-7	-0.4	-7	i	13

Screening data deposited in PubChem by several laboratories.
